# Chronic BCR inh: chronic active BCR signaling inhibition; ABC-DLBCL IkBa-CBG/CBR reporter, luminescence ratio, 4 h; Potency, µM (titrated, usually from 46.1 µM), for inactives: at the highest dose ratio change, negative = lower green/red ratio, hits mostly inhibitors; 0.05% of 340,000 active; AID 493014; active = well fitted inhibition curve with a large enough effect in the signal ratio, with a control signal flat, not every such curve was filed as active; inconclusive = small, poorly fitted or top-dose-only effect, or effect the other way, or a change in a side signal; the % refers to the signal ratio;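 also: potency is read from the fitted curve at half-maximal effect; plate controls were basal doxycycline-induced cells for no effect and cells given 10 µM MG132 for full effect; MG132 reads +100%, hits lower the ratio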
#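 Compounds up to 46 uM were incubated four hours with TMD8 cells whose green CBG68 luciferase is fused to IkappaBalpha; red CBR luminescence normalised the signal, and concentration-effect curves were fitted to fusion, red and ratio data.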
# PKM2 activator: activators of human pyruvate kinase M2. P14618. purified PKM2, Kinase-Glo ATP luminescence, activation; response scale: 0% is enzyme alone, no compound. Potency, µM (highest dose often 57.5 µM), inactives show at the top dose activation, usual class: activators. 0.34% of 260,000 active. AID 1631; also: potency is read from the fitted curve at half-maximal effect; nearly all actives have a fitted effect of over 55% in size
# Target sequence (P14618 whole entry, looked up): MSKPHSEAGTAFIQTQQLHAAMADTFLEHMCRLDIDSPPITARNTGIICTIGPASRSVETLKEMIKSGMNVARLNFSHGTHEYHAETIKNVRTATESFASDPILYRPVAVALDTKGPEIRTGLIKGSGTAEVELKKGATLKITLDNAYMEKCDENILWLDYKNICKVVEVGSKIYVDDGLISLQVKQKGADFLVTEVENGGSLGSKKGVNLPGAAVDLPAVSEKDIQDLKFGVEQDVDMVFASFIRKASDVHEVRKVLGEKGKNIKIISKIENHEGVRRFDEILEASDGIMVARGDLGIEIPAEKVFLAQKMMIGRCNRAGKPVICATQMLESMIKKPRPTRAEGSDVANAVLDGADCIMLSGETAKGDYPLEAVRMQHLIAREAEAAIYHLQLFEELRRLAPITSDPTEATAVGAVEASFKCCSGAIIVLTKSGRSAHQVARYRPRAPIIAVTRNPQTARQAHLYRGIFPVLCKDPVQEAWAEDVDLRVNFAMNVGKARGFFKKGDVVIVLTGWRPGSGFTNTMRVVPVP
#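 ATP formation by purified human PK-M2, quantified via coupled luciferase luminescence after 1 h at room temperature with 0.1 mM ADP and 0.5 mM PEP final.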
# GALK inhibitor: galactokinase (human) inhibition | P51570 | Purified GALK, Kinase-Glo residual ATP luminescence | Potency, µM (titrated, usually from 57.5 µM), for the others: at the top dose activity change, negative = inhibition, hits mostly inhibitors | 0.007% of 270,000 active | AID 1868; also: potency is read from the fitted curve at half-maximal effect
#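 Quantitative HTS: GALK 5 nM, ATP 35 uM, galactose 100 uM, 1 h room temperature, then luciferase-based ATP detection.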
# hERG WT inh: KCNH2 (human, wildtype) channel inhibition. U2OS, BacMam KCNH2, thallium flux FluxOr; hits give low values. AID 720551. activity change, % at 1.84 µM. 0.37% of 340,000 active. Q12809;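 active = maximum activity change below -70%; inconclusive = maximum activity change between -70% and -50%; inactive = maximum activity change above -50%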
#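 U2OS cells transduced with wild-type KCNH2 virus are loaded with FluxOr dye for 45 min, and thallium flux is measured in kinetic reads before and after stimulation buffer. Rate constants are normalized to DMSO controls.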
# B2AR arrestin: agonists driving beta-arrestin recruitment to human beta2-adrenergic receptor; beta-arrestin recruitment to beta2AR, cell-based reporter; Potency, µM (titrated, usually from 46.1 µM), inactives show at the top dose activation, most hits filed as activators; 0.02% of 330,000 active; AID 492947;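 also: potency is read from the fitted curve at half-maximal effect; 0% = DMSO controls and full agonism = EC100 isoproterenol or metaproterenol; nearly all actives have a fitted effect of over 65% in size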
# Target sequence (P07550 whole entry, looked up): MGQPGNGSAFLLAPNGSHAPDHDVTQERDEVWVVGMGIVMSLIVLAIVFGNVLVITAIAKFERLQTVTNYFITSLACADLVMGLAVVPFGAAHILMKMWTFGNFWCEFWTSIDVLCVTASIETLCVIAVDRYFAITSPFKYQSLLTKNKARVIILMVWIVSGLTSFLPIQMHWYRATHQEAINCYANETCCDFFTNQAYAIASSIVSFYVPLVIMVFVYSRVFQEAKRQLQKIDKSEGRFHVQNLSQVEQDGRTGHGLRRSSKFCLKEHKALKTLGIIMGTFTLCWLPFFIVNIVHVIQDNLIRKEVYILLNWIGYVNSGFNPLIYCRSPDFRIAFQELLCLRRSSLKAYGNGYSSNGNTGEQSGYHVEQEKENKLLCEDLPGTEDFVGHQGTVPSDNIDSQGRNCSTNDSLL
# Giardia kill: kills Giardia lamblia. Giardia lamblia trophozoite viability. activity change, % at 7.66 µM, hits read low. 0.15% of 340,000 active; in the data active = activity change below about -80%; inconclusive = between about -30% and that limit;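 also: parasites exposed to compound for two days anaerobically before the ATP read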
#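 Viability, read as ATP luminescence: trophozoites at 100 cells/well, compound added, 48 hrs anaerobic at 37 deg C, then 15-30 min room-temperature development before reading.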
# KCNH2 3.1 inh: blocks the human KCNH2 3.1 channel isoform; U2OS KCNH2 3.1, thallium flux FluxOr; hits give low values; activity change, % (tested at about 1.8 µM); 0.95% of 340,000 active;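 active = maximum activity change below -70%; inconclusive = maximum activity change from -70% to -50%; inactive = maximum activity change above -50%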;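 also: thallium influx rate constant from kinetic fluorescence after stimulation buffer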
#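 Measured as rate of thallium-driven FluxOr signal in transduced U2OS cells carrying the 3.1 channel, read kinetically for 2 min upon stimulation; values are rate constants scaled to DMSO control wells.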
# USP2a inh: inhibitors of human ubiquitin-specific protease USP2a | 0.01% of 330,000 active | O75604 | Potency, µM (series often up to 38.3 µM), for inactives: top-dose activity change, negative = inhibition, usual class: inhibitors | USP2 core, Ub-CHOP2 coupled fluorogenic reporter, 485/531;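 also: potency is read from the fitted curve at half-maximal effect; plate controls were DMSO wells for no effect and full inhibition by NEM control for full effect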
#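 USP2 core (10nM final) preincubated 30min RT with compound in 20mM Tris-HCl pH 8.0, 2mM CaCl2, 2mM beta-mercaptoethanol, 0.05% CHAPS; 25nM Ub-CHOP2 plus 25nM reporter substrate added, fluorescence (Ex485/Em531) read after 60min.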
# Eya2 phos inh: Eya2 (human) phosphatase inhibition. O00167. recombinant Eya2, OMFP fluorescence dephosphorylation (OMFP is methylfluorescein phosphate). Potency, µM (series often up to 76.9 µM), inactives show at the top dose activity, negative = inhibition, actives largely listed as inhibitors. 0.006% of 330,000 active. AID 488837; also: potency is read from the fitted curve at half-maximal effect
#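 Eya2 protein (added as 0.2 uM solution) was preincubated with compound for 10 min at ambient temperature in 50 mM HEPES pH 7.5, 50 mM NaCl, 5 uM MgCl2, 0.05% BSA, 1 mM DTT. OMFP (added at 50 uM) then reacted 10 min; fluorescence read at 485/525 nm.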
# Coupling enz: counter-screen for Giardia aldolase inhibitors: coupling enzyme system; coupling enzyme system counterscreen, AmpLite Red fluorescence; activity change, negative = inhibition, % at 58.2 µM, hits read low; 0.67% of 290,000 active; in the data active = activity change below about -30%
#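 Counterscreen of the coupled detection system alone, without aldolase: glyceraldehyde-3-phosphate coupling enzymes plus AmpLite Red readout. Compounds at 57.5 uM final, 10 min RT preincubation, 20 min RT reaction, fluorescence 525/598 nm.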
# uPA surface inh: inhibitors of cell surface uPA generation; cell surface uPA generation assay, qHTS; Potency, µM (top dose mostly 38.3 µM), inactives show at the top dose activity change, negative = inhibition, usual class: inhibitors; 0.31% of 330,000 active; AID 540303; active = well fitted inhibition curve with a large enough effect; inconclusive = small, poorly fitted or top-dose-only effect; inactive = no such curve, though single readings can be large or run the other way; tested in mouse RAW 264.7 cells; also: potency is read from the fitted curve at half-maximal effect; nearly all actives have a fitted effect of over 55% in size
# An asterisk follows results filed as active; ? = inconclusive; · = no result given; [ ] = dose if it differs, or a comment. Unless noted, calls follow the shape of the dose curve; as a rule, active = well fitted curve in the direction sought with a large enough effect; inconclusive = small, poorly fitted or top-dose-only effect, or another doubt; inactive = no such curve, though single readings can be large; an effect the other way counts as inactive or inconclusive. Unless noted, % is scaled to controls: 0 for no effect and ±100 for the full control effect.
SMILES,Chronic BCR inh,PKM2 activator,GALK inhibitor,hERG WT inh,B2AR arrestin,Giardia kill,KCNH2 3.1 inh,USP2a inh,Eya2 phos inh,Coupling enz,uPA surface inh
CCO[C@H]1OC(C(=O)N2CCN(Cc3ccc4c(c3)OCO4)CC2)=C[C@@H](c2ccc3c(c2)OCO3)[C@@H]1CCCO,-1%,-5%,-1%,-1,-0.8%,1,16,-2%,2%,-1,4%
COCCCNc1nc(N)c([N+](=O)[O-])c(NCc2ccccc2)n1,?,·,-1%,-8,0.0%,9,4,3%,-11%,1,4%
Cc1c(/C=C2\SC(=Nc3cccc(C(=O)O)c3)NC2=O)c2ccccc2n1C,?,-5%,·,-5,-0.1%,?,-3,-1%,-9%,13,2%
CC(=O)C[C@H](O)CC(=O)[C@H]1OC(=O)[C@@H](C)CCCCc2ccccc21,4%,·,·,10,0.1%,12,2,3%,-20%,·,-18%
Cc1nn(CCC(=O)N2CCN(S(=O)(=O)c3ccccc3)CC2)c(C)c1C,-1%,11µM*,4%,-12,0.4%,4,-17,1%,-7%,0,4%
CCOc1ccc(Oc2ccc(NS(=O)(=O)c3cc(C(=O)O)ccc3Cl)cc2)cc1,0%,·,·,-6,0.2%,8,-20,3%,10%,·,-3%
O=C(O)CN1C(=O)/C(=C\c2cc([N+](=O)[O-])ccc2OCc2ccccc2Cl)SC1=S,9%,0%,1%,11,-0.3%,?,-9,?,4%,12,-1%
COc1ccccc1NS(=O)(=O)c1cc(N/C(=N\S(=O)(=O)c2ccccc2)c2ccc(F)cc2)ccc1Cl,3%,5%,-2%,5,-1.7%,-25,-9,-15%,0%,-5,-2%
Cc1cc2c(C)cc(=O)oc2c2c1NCCC2,·,0%,-2%,-13,·,7,2,·,·,-5,·
CC(=O)c1ccc(N2CCN(CC(=O)Nc3ccccc3N3CCOCC3)CC2)cc1,-2%,-2%,-1%,-2,0.0%,2,8,0%,-8%,1,-9%
CCN(CC)c1cc(C)c2ccccc2n1,?,1%,0%,4,-0.9%,4,3,-2%,-6%,4,-2%
CC(=O)c1ccc(S(=O)(=O)N(C)CC(=O)Nc2cc(C)on2)cc1,-4%,·,·,-2,-0.5%,-16,-6,1%,4%,·,1%
CCCc1nnc(NC(=O)c2oc3ccccc3c2COCC)s1,-18%,·,·,2,-0.2%,-24,14,1%,21%,·,4%
Cn1ncc(Br)c1C(=O)Nc1cccc(C(F)(F)F)c1,0%,2%,-2%,-5,-0.9%,12,6,1%,-1%,-5,-2%
O=C(COC(=O)CSc1cccc2cccc(Cl)c12)Nc1ncc(C(F)(F)F)cc1Cl,15%,14%,-7%,6,-0.8%,-2,15,-16%,-2%,-12,11%

# Ordered by count of non-hydrogen atoms (descending): part of the list above
SMILES,Chronic BCR inh,PKM2 activator,GALK inhibitor,hERG WT inh,B2AR arrestin,Giardia kill,KCNH2 3.1 inh,USP2a inh,Eya2 phos inh,Coupling enz,uPA surface inh
CCO[C@H]1OC(C(=O)N2CCN(Cc3ccc4c(c3)OCO4)CC2)=C[C@@H](c2ccc3c(c2)OCO3)[C@@H]1CCCO,-1%,-5%,-1%,-1,-0.8%,1,16,-2%,2%,-1,4%
COc1ccccc1NS(=O)(=O)c1cc(N/C(=N\S(=O)(=O)c2ccccc2)c2ccc(F)cc2)ccc1Cl,3%,5%,-2%,5,-1.7%,-25,-9,-15%,0%,-5,-2%
CC(=O)c1ccc(N2CCN(CC(=O)Nc3ccccc3N3CCOCC3)CC2)cc1,-2%,-2%,-1%,-2,0.0%,2,8,0%,-8%,1,-9%
CCOc1ccc(Oc2ccc(NS(=O)(=O)c3cc(C(=O)O)ccc3Cl)cc2)cc1,0%,·,·,-6,0.2%,8,-20,3%,10%,·,-3%
Cc1c(/C=C2\SC(=Nc3cccc(C(=O)O)c3)NC2=O)c2ccccc2n1C,?,-5%,·,-5,-0.1%,?,-3,-1%,-9%,13,2%
Cc1nn(CCC(=O)N2CCN(S(=O)(=O)c3ccccc3)CC2)c(C)c1C,-1%,11µM*,4%,-12,0.4%,4,-17,1%,-7%,0,4%
CC(=O)C[C@H](O)CC(=O)[C@H]1OC(=O)[C@@H](C)CCCCc2ccccc21,4%,·,·,10,0.1%,12,2,3%,-20%,·,-18%
COCCCNc1nc(N)c([N+](=O)[O-])c(NCc2ccccc2)n1,?,·,-1%,-8,0.0%,9,4,3%,-11%,1,4%
Cc1cc2c(C)cc(=O)oc2c2c1NCCC2,·,0%,-2%,-13,·,7,2,·,·,-5,·
CCN(CC)c1cc(C)c2ccccc2n1,?,1%,0%,4,-0.9%,4,3,-2%,-6%,4,-2%

# Next records follow.
SMILES,Chronic BCR inh,PKM2 activator,GALK inhibitor,hERG WT inh,B2AR arrestin,Giardia kill,KCNH2 3.1 inh,USP2a inh,Eya2 phos inh,Coupling enz,uPA surface inh
O=C(/C=C/c1cccc(Br)c1)NC1CCN(Cc2ccccc2)CC1,?,·,·,39,-0.9%,-24,?,-8%,-4%,13,1%
COc1cc2c(cc1OC)CN(C(=S)Nc1ccc(C)cc1C)CC2,?,4%,0%,-2,0.0%,42[activator],6,4%,10%,1,0%
COc1ccc(CCNC(=O)c2ccc(OCc3c(C)noc3C)c(OC)c2)cc1,4%,·,·,14,-0.3%,-9,6,4%,2%,·,-2%
O=C(COC(=O)CCC(=O)c1cccs1)Nc1ccccc1C(F)(F)F,1%,·,·,-4,0.1%,?,5,9%,8%,·,1%
O=C(Oc1ccc(Br)cc1)C1CCN(C2=NS(=O)(=O)c3ccccc32)CC1,0%,·,·,0,-0.2%,6,8,3%,-33%,·,2%
O=C(CCCn1cncn1)N1CCCC(Nc2ccc(F)cc2)C1 (stereo unspecified),-1%,-8%,-2%,-6,0.3%,1,2,-2%,0%,·,-11%
CCC(C)[C@H]1COCCS(=O)(=O)N1Cc1ccc(Cl)cc1Cl (stereo partly specified),9%,0%,·,-9,0.2%,-7,-19,1%,2%,2,15%
CCOC(=O)c1[nH]c2ccccc2c1NC(=O)CCN1CC(C)OC(C)C1 (stereo unspecified),0%,0%,-2%,-4,-0.3%,-2,-9,2%,-7%,-2,4%
O=C(c1ccco1)N1CCN(S(=O)(=O)Cc2ccc(Cl)cc2)CC1,14%,-6%,1%,-27,-1.8%,-14,2,4%,6%,12,-4%
COc1ccc(N2CCN(C(CNC(=O)COc3ccccc3)c3ccco3)CC2)cc1 (stereo unspecified),0%,·,·,-2,2.5%,17,-3,0%,-21%,·,-10%
CC(=O)c1c(C)[nH]c(C(=O)OCc2ccc([N+](=O)[O-])cc2)c1C,-8%,0%,0%,7,-0.2%,-23,-7,2%,5%,-4,-5%
Cc1ccc(OCC(=O)NNC(=O)c2cc(C)[nH]n2)cc1,5%,-1%,-2%,0,-0.2%,-4,2,3%,-4%,0,3%
CC(C)CC(=O)NC(=S)Nc1cccc(NC(=O)c2ccccc2)c1,0%,-1%,1%,-8,-1.3%,9,4,-1%,-4%,0,6%
O=C(N/C(=C/c1cccc(Br)c1)c1nc(=S)[nH][nH]1)c1ccccc1,?,6%,-1%,21,-0.2%,4,-5,3%,-17%,1,0%
N#CCCn1nnc2ccccc21,-3%,14%,-1%,-2,3.7%,-5,16,1%,?,2,0%
Cc1nc2ccc(NC(=O)c3ccc4ccccc4n3)cc2s1,7%,-6%,-2%,-6,-0.1%,7,-7,3%,0%,4,10%
COc1cc2c(cc1NC(=O)CSc1nc3ccccc3[nH]1)oc1ccccc12,?,6%,-1%,-9,0.2%,-8,-16,2%,5%,-3,14%
C#CCONC(=O)c1cc(OCC(F)(F)F)ccc1OCC(F)(F)F,-13%,0%,-3%,26,-0.2%,0,26,0%,7%,1,-3%
Cc1ccc(OCC(=O)Nc2sc3c(c2C#N)CCC3)cc1C,0%,1%,-4%,1,-0.3%,-10,-15,-1%,16%,2,0%
CC(C)(C)c1ccc(C(=O)NC(=O)COC(=O)c2ccco2)cc1,?,·,·,20,-0.1%,7,9,-1%,-26%,·,0%
COc1cccc(CN2CCN(Cc3nc(-c4cccs4)oc3C)CC2CCO)c1 (stereo unspecified),4%,0%,1%,8,0.0%,11,6,0%,6%,5,11%
Cc1nonc1NC(=O)c1ccccc1Br,·,-16%,0%,-8,·,3,15,·,·,-6,-8%
CC1CCCCC1NC(=O)COC(=O)COc1ccccc1Cl (stereo unspecified),2%,-6%,8%,17,-0.2%,7,1,0%,1%,-4,·
Cc1ccc(N(C(=O)c2csnn2)C(C(=O)NC2CCCCC2)c2ccncc2)c(C)c1 (stereo unspecified),0%,1%,0%,9,-0.4%,6,-2,3%,5%,0,8%

# Entries of single compounds, looked up by structure. Order of screens: Chronic BCR inh | PKM2 activator | GALK inhibitor | hERG WT inh | B2AR arrestin | Giardia kill | KCNH2 3.1 inh | USP2a inh | Eya2 phos inh | Coupling enz | uPA surface inh
# Cc1nonc1NC(=O)c1ccccc1Br is listed with · | -16% | 0% | -8 | · | 3 | 15 | · | · | -6 | -8%
# CC(C)(C)c1ccc(C(=O)NC(=O)COC(=O)c2ccco2)cc1 is listed with ? | · | · | 20 | -0.1% | 7 | 9 | -1% | -26% | · | 0%

# Compound activity as filed in PubChem.
